Rat MKP-3 inhibitors = inhibition of rat DUSP6 enzyme activity – biochemical, in vitro, primary screen (AID 425); recombinant MKP-3 phosphatase activity, fluorescence; higher % means a stronger effect; one-dose inhibition, % at 20 µM; IC50 in µM for titrated hits; 110,000 tested, 0.17% active; in the data active = inhibition above about 50%;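 also: plate controls were vehicle for no effect and reference inhibitor for full effect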
Hsp70 displacement = small molecules displacing fluorescent ligand from Hsp70 – biochemical, fluorescence polarization, primary screen (AID 583); displacement, % at 20 µM, or IC50 in µM where a hit was titrated; Hsp70 fluorescence polarization probe displacement, mP; higher % means a stronger effect; 140,000 tested, 0.06% active; in the data active = displacement above about 50%;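 also: plate controls were vehicle for no effect and reference ligand for full effect; a part of the inactive calls stands beside numbers as strong as those of hits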
Starred values were filed as active, the others as inactive; . = no result given; & = joins results of further samples.

SMILES	Rat MKP-3 inhibitors	Hsp70 displacement
Cc1nc2ncnn2c(N2CCC(C(=O)NC3CCCC3)CC2)c1Cc1ccccc1	0%	5.3%
COc1ccc(C(C)(C)C)cc1NC(=O)c1ccoc1C	-2%	0.4%
CCOC(=O)C(CCCCCOc1ccccc1F)C(=O)OCC	-2%	1.9%
COc1ccc(OC)c(Nc2nc3nonc3nc2N2CCCCC2)c1	0%	6.7%
CC(=O)C1=C(C)NC(c2ccc(Cl)cc2Cl)NC1c1ccc(Cl)cc1Cl (configuration not stated)	3%	-0.9%
CCc1cc(C(=O)Cc2ccc(F)cc2)c(O)cc1O	-4%	8.4%
COc1ccc(-c2nnc(SC)n2C)cc1	-17%	-1.5%
CCC(=O)NC1=C(C#N)C2(CCCC2)Cc2ccccc21	0%	0.1%
C=CCN1C(=O)/C(=C/c2cc(I)cc(I)c2OC)SC1=S	0%	4.1%
O=C1Nc2ccc(NS(=O)(=O)c3cccs3)c3cccc1c23	-20%	-0.2%
CCCn1c(N)c(N2CCCCC2)c(=O)n(CC(=O)Nc2ccc(OC(F)(F)F)cc2)c1=O	.	3.2%
O=C(Nc1ccccc1OC(F)(F)F)c1sc2ccccc2c1Cl	-4%	-4.2%
CC1=C(C(=O)Nc2ccccc2)C(c2ccncc2)C(C#N)=C(SCC(=O)Nc2ccccc2)N1 (configuration not stated)	.	2.1%
COc1cccc(/C=C2\SC(=S)N(CCC(=O)Nc3cccc(OC)c3)C2=O)c1	0%	3.1%
CCOC(=O)C1=C(C)NC(=S)NC1c1ccc(Cl)c(Cl)c1 (configuration not stated)	0%	-3.8%
O=C(Cn1c(NCCO)nc2ccccc21)c1cccs1	-13%	4.2%
Clc1ccc(-c2nc(Cc3ccccc3)no2)cc1	.	-3.3%
O=C(CSc1nc(C2CC2)nc2sc3c(c12)CCCC3)NCc1ccco1	-5%	-0.2%
COc1cc(C2Nc3ccc4ccccc4c3C3=C2C(=O)CC(C)(C)C3)cc(OC)c1O (configuration not stated)	0%	-2.8%
O=C(NC(NC(=S)Nc1ccccc1Cl)C(Cl)(Cl)Cl)c1ccccc1Br (configuration not stated)	2%	-0.3%
Cc1ccc(C23CC4CC(CC(C(=O)O)(C4)C2)C3)cc1	0%	-0.4%
Nc1c(C(=O)NCCN2CCOCC2)c2nc3ccccc3nc2n1-c1ccccc1	-2%	1.7%
O=S(=O)(NCCc1ccccc1)c1ccc(S(=O)(=O)N2CCCCC2)cc1	2%	7.3%
CN1CCN(C(=O)/C(=C/c2cccnc2)NC(=O)c2cccc(Br)c2)CC1	-3%	1.6%
Cc1cc(NC(=O)CCC(=O)N(CCC(C)C)CC(=O)NCC2CCCO2)no1 (configuration not stated)	-5%	-1.7%
O=C(Oc1ccccc1)c1ccc(-n2cnnn2)cc1	-15%	1.7%
CC(=O)CC(=O)Nc1ccc(Cl)c(Cl)c1	2%	3.7%
COc1ccc(Cl)cc1NC1=C(Cl)C(=O)N(c2ccc(Br)cc2)C1=O	4%	0.5%
CCn1c2ccccc2c2cc(CNCCc3cccc(F)c3)ccc21	-1%	1.6%
COc1ccc2nc(N3CCCC(C(=O)NCCCN4CCN(C)CC4)C3)sc2c1 (configuration not stated)	-6%	-5.7%

Look-ups from above:
Cc1cc(NC(=O)CCC(=O)N(CCC(C)C)CC(=O)NCC2CCCO2)no1 (configuration not stated) in Rat MKP-3 inhibitors is listed with -5%
COc1ccc2nc(N3CCCC(C(=O)NCCCN4CCN(C)CC4)C3)sc2c1 (configuration not stated) in Rat MKP-3 inhibitors is listed with -6%
O=C(Cn1c(NCCO)nc2ccccc21)c1cccs1 in Rat MKP-3 inhibitors is listed with -13%
CCn1c2ccccc2c2cc(CNCCc3cccc(F)c3)ccc21 in Rat MKP-3 inhibitors is listed with -1%
CC(=O)CC(=O)Nc1ccc(Cl)c(Cl)c1 in Hsp70 displacement is listed with 3.7%

The list goes on:
SMILES	Rat MKP-3 inhibitors	Hsp70 displacement
CCCc1cc(=O)[nH]c(SCC(=O)Nc2cc3c(cc2C(C)=O)OCO3)n1	-4%	2.9%
CCCCCNC(=O)C(C#N)c1nc2ccccc2nc1N1CCCC1 (configuration not stated)	5%	22%
O/N=C(/c1ccccc1)c1cc2c(s1)CCCC/C2=N/O	-1%	4.9%
Cc1cc(C)c(OCCNC(C)(C)C)c(Cl)c1	9%	1.9%
COc1ccc(-n2c(C)nc3cc(C(=O)O)ccc32)cc1	.	10%
Cc1ccc(-n2ncc3c(NCCCOC(C)C)ncnc32)c(C)c1	-6%	4.2%
COc1ccc(S(=O)(=O)N2CCN(Cc3ccccn3)CC2)cc1	-1%	-1.7%
COc1ccc(C)cc1NC(=O)COc1ccc(Cl)cc1Cl	-1%	-1.1%
CC(=O)Nc1ccc2nc(C3CCCCC3)[nH]c2c1	1%	1.0%
O=C(CCN1CCCCC1c1cccnc1)NCc1ccccc1 (configuration not stated)	-7%	0.6%
CCOc1ccccc1C=Nc1ccc(C(N)=O)cc1	-2%	4.3%
O=C(CSc1nc2sc3c(c2c(=O)[nH]1)CCCC3)NCc1ccccn1	1%	3.6%
Cc1cc(OCC(=O)Nc2ccc(F)c([N+](=O)[O-])c2)ccc1Cl	-1%	-0.1%
CCN(CC)CCNc1ncnc2c1[nH]c1ccc(OC)cc12	-3%	2.6%
COc1ccccc1NC(=O)c1ccn(C(=O)c2cccc(I)c2)n1	3%	-5.3%

At a glance, some entries already given:
SMILES	Rat MKP-3 inhibitors	Hsp70 displacement
CCOc1ccccc1C=Nc1ccc(C(N)=O)cc1	-2%	4.3%
O=C(CSc1nc2sc3c(c2c(=O)[nH]1)CCCC3)NCc1ccccn1	1%	3.6%

Going on with the list.
SMILES	Rat MKP-3 inhibitors	Hsp70 displacement
O=S(=O)(c1ccccc1)c1nc(-c2ccco2)oc1NCc1ccccc1	.	-3.4%
CN(C)c1ccc(CNc2ccc3c(c2)ncn3C)cc1	.	-4.6%
COc1ccccc1/C=N/n1cnnc1	1%&-6%	2.9%&2.5%
COc1ccc(S(=O)(=O)N(Cc2cc3cc(C)ccc3[nH]c2=O)CC2CCCO2)cc1 (configuration not stated)	.	9.1%
Cc1ccc(Cn2nnc3c(=O)[nH]c(C(=O)NCc4ccco4)nc32)cc1	-4%	-1.8%
Cc1ccccc1Oc1cccc(C(=O)/C(C#N)=C/N(C)C)c1	.	6.3%
O=c1oc2ccccc2c2c1SC(C(F)(F)F)C2 (configuration not stated)	.	-1.0%
Cc1ccc(-c2nnn(CC(=O)N(CC(=O)NC3CCCC3)c3ccc(F)c(Cl)c3)n2)o1	.	2.5%
Cc1[nH][nH]c(=O)c1N=Nc1ccccc1	.	0.4%
COc1cc(C(=S)N2CCCC2)ccc1O	-17%	4.3%
COC(=O)CN1C(=O)CSc2ncccc21	-2%	5.3%
CCOC(=O)N1CCN(S(=O)(=O)c2ccc(OCC)c(C)c2)CC1	0%	3.7%
CC(=O)Nc1ccc(N/C=C/C(=O)c2ccccc2)cc1	0%	3.2%
Cc1ccc(S(=O)(=O)NCC(=O)OC(C)C(=O)Nc2ncc(Cl)cc2Cl)cc1 (configuration not stated)	.	-7.6%
Cc1cc(C)nc(NC(=O)c2ccc(Cl)c(Cl)c2)n1	.	-2.5%

One compound at a time (already shown):
Results for O=C(CSc1nc(C2CC2)nc2sc3c(c12)CCCC3)NCc1ccco1 = Rat MKP-3 inhibitors = -5%; Hsp70 displacement = -0.2%
Results for COc1ccc(Cl)cc1NC1=C(Cl)C(=O)N(c2ccc(Br)cc2)C1=O = Rat MKP-3 inhibitors = 4%; Hsp70 displacement = 0.5%
Results for Clc1ccc(-c2nc(Cc3ccccc3)no2)cc1 = Rat MKP-3 inhibitors = .; Hsp70 displacement = -3.3%

The list goes on:
SMILES	Rat MKP-3 inhibitors	Hsp70 displacement
CC(C)CNc1nc(Oc2ccc(=O)n(C)n2)nc(N2CCOCC2)n1	-3%	0.3%
CCOC(=O)c1c(C(C)(C)C)oc2ccc(O)cc12	.	1.0%
NC(=O)c1ccccc1NC(=O)COc1cccc2ccccc12	1%	-4.5%
Cc1nc2sccn2c1C(=O)N/N=C/c1ccccc1O	4%	-1.2%
O=C1c2ccccc2C(=O)N1CCc1nc2ccccc2c(=O)n1-c1ccc(Br)cn1	0%	2.5%
Nc1ccc(C(=O)OCc2nc3ccccc3[nH]2)cc1	-9%	4.1%
Cc1c(Br)c(=O)[nH]c(=O)n1COCc1ccccc1	3%	8.0%
CCOC(=O)c1cccc(NC(=O)CSc2nnc(-c3cccnc3)n2CC)c1	0%	1.1%
CC1(C)Cc2c(sc3nc(Nc4ccccc4)n(N)c(=O)c23)CO1	-1%	2.1%
COc1cc2cc(C(=O)O)n(C)c2c(OC)c1OC	4%	2.9%
CCOc1ccc(NC(=O)c2c(NC(=O)c3cccnc3)sc3c2CCC3)cc1	1%	0.6%
Cc1ccc(O)c(-c2cc(-c3cccc(F)c3)n[nH]2)c1	.	-1.1%
NC(=O)COc1ccc(C2c3c(oc4ccccc4c3=O)C(=O)N2CC2CCCO2)cc1 (configuration not stated)	-12%	55µM*
CCOC(=O)NC(NC(=O)OCC)C(=O)c1ccccc1	9%	.
O=C(c1ccc(Br)cc1)N1CCC(c2ccccc2)C1 (configuration not stated)	0%	1.8%
COc1ccccc1N1CCN(C(=O)Cn2nnc(-c3ccncc3)n2)CC1	4%	0.7%
Cc1ccccc1NC(=S)NC(=O)C12CC3CC(CC(C3)C1)C2	2%	5.4%
CCOc1ccc2nc(SCC(=O)c3ccccc3)sc2c1	3%	4.2%&1.5%
COc1ccc(OC)c(NC(=O)CSc2nnc(Cn3nnc4ccccc43)n2C)c1	.	-1.6%
COc1ccc(C2CC(=O)C3=C(C2)Nc2ccccc2NC3c2ccc(OC(C)=O)c(OC)c2)cc1OC (configuration not stated)	3%	-0.8%
COc1ccc(S(=O)(=O)N(C)CC(=O)NC2CCCCC2)cc1OC	-11%	2.7%
CCCCn1c(SCC(=O)N2CCC(C)CC2)nc2ccsc2c1=O	.	0.3%
O=C(O)c1ccc(Cl)cc1NC(=O)C1CCCO1 (configuration not stated)	-4%	2.2%
COc1ccc(OC)c2[nH]c(=O)c(CCNC(=O)COc3ccccc3)cc12	1%	3.9%
COc1ccc(-c2nc(-c3ccccc3)no2)c(OC)c1	-1%	1.0%
COc1ccc(-c2cc(C(F)(F)F)nc(SCCC(=O)NCc3ccco3)n2)cc1	-4%	4.4%
C=CCc1cc(/C=C2/C(=O)NC(=O)N(c3ccc(C)cc3)C2=O)cc(OC)c1O	5%	35%
COc1ccccc1-c1cc(C(F)(F)F)nc(S(=O)(=O)CCCC(=O)Nc2cc(C)on2)n1	1%	5.7%
COC(=O)c1ccc(CS(=O)(=O)c2ccccc2C)o1	2%	4.0%
O=C(O)c1ccccc1NC(=O)C1CCCO1 (configuration not stated)	-19%	3.0%
COc1cccc(C2C3CN(C)CC=C3C(C#N)=C(N)C2(C#N)C#N)c1OC (configuration not stated)	-7%	76%
Cc1ccc(-c2csc(N3CCC(C(N)=O)(N4CCCCC4)CC3)n2)cc1	-1%	5.2%
CCOc1ccc(NC(=O)c2ccc(C)c([N+](=O)[O-])c2)cc1	1%	2.7%
Cn1c(SCCCC(=O)c2ccc(F)cc2)nnc1-c1ccncc1	.	-4.5%
COC(=O)c1[nH]c2cc(OC)ccc2c1NC(=O)CCN1CCSCC1	.	-0.4%
CCOC(=O)C1=C(C)N=c2s/c(=C\c3ccccc3F)c(=O)n2C1c1ccc(OC)cc1 (configuration not stated)	2%	6.1%
COC(=O)NCCOc1nc(N(C)C)nc(N(C)C)n1	.	4.0%
CCOc1ccccc1C(=O)Nc1cc(Cl)ccc1C	4%	-4.6%
Cc1cc(NC(=O)c2ccc(C)c(C)c2)no1	2%	-5.3%
COC(=O)c1cc(NC(=O)c2cc(Br)ccc2OC)cc(C(=O)OC)c1	0%	7.6%
CN(Cc1cccs1)C(=O)COc1ccc(-c2nnco2)cc1	8%	-2.5%
COC(=O)Cc1c(C)nc2nc(NCc3ccc(Cl)cc3)[nH]n2c1=O	-1%	3.3%
CN1CCN(CC(=O)Nc2ccc(Oc3ccccc3)cc2)CC1	-4%	-1.0%
O=C1N[C@@H](Cc2cnc[nH]2)C(=O)N2CCC[C@@H]12	-2%	-0.2%
CCOC(=O)N1CCN(C(=O)CS(=O)(=O)c2cn(Cc3ccc(F)cc3)c3ccccc23)CC1	-10%	-4.3%
COc1cccc(N2CC(O)=C(c3ccccc3)C2=N)c1	.	-3.5%
COC(=O)c1[nH]c2ccc(Cl)cc2c1NC(=O)C1CC1	-2%	3.2%
COc1ccccc1OCCCCCCN1CCCC1	2%	0.7%
O=C(CC1C(=O)OCN1C(=O)OCc1ccccc1)OCC(=O)c1ccccc1 (configuration not stated)	-6%	-3.2%
Cc1ccc(NC(=O)Cn2cnc3sc(C(=O)NCc4ccco4)c(C)c3c2=O)cc1Cl	.	6.7%
COCc1c(C(=O)N2CCN(c3ccc(C(F)(F)F)cn3)CC2)oc2ccccc12	.	-2.4%
Cc1ccc(S(=O)(=O)Nc2cc(-c3ccc(F)cc3)[nH]n2)cc1	0%	0.9%
CCOC(=O)c1cnc2ccc(C)cc2c1NCCO	.	2.5%
Nc1c(C(=O)NCCN2CCOCC2)c2nc3ccccc3nc2n1CCc1ccccc1	0%	0.6%
CC(C)c1nc2oc3c(=O)[nH]cnc3c2c2c1CCC2	-4%	0.2%
COc1ccc(Cl)cc1NC(=O)CCN1CCN(C)CC1	.	-1.4%
Cn1c(SCc2nnc(-c3ccccc3Br)o2)nc2sc3c(c2c1=O)CCC3	-4%	-1.2%
O=C(CN(c1cccc([N+](=O)[O-])c1)S(=O)(=O)c1ccccc1)Nc1ccc(F)c(Cl)c1	1%	3.8%
O=c1cc(-c2ccccc2)[nH]n1-c1ccc([N+](=O)[O-])cc1	1%	-0.1%
O=C(CNC(=O)c1ccc(Cl)cc1Cl)c1ccccc1	-2%	1.6%
CCCCCOC(=O)Cc1c(O)c2ccccc2n(C)c1=O	3%	-4.5%
COc1ccc(Cl)cc1NC(=O)COc1cccc(-n2cnnn2)c1	-4%	0.0%
NC(=O)c1ncc(C(F)(F)F)cc1Oc1ccc(F)cc1	.	2.0%

Some of the compounds tested. The share of hits here may be higher or lower than overall.
